Screens deposited in PubChem BioAssay by several laboratories.
PMI inhibition = human PMI inhibitors, high substrate, primary screen, biochemical, fluorescence intensity, high mannose 6-phosphate (AID 1220); 0.66% of 190,000 active; one-dose inhibition, % at 20 µM; IC50 in µM for titrated hits; recombinant PMI enzyme, coupled fluorescence intensity; higher % means a stronger effect; Mannose-6-phosphate isomerase (Homo sapiens)
P. falciparum M17LAP = P. falciparum M17LAP inhibitors, primary screen, biochemical, fluorogenic H-Leu-NHMec substrate, 1536-well (AID 1619) | recombinant M17LAP, H-Leu-NHMec fluorogenic kinetic assay; higher % means a stronger effect | one-dose inhibition, % at 30 µM; IC50 in µM for titrated hits | 0.38% of 220,000 active;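 active means compound inhibiting the enzyme by more than half at any dose during confirmatory dose-response retesting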;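 further: plate controls were full reaction with DMSO carrier for no effect and no enzyme background for full effect; strong numbers were not always called active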
P. falciparum M1AAP = P. falciparum M1AAP inhibitors, biochemical, fluorogenic H-Leu-NHMec substrate, 1536-well (AID 1445). recombinant M1AAP, H-Leu-NHMec fluorogenic kinetic assay; higher % means a stronger effect. 0.42% of 220,000 active. Aminopeptidase N (Plasmodium falciparum (isolate 3D7)). one-dose inhibition, % at 30 µM; IC50 in µM for titrated hits;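 active means primary inhibition above the hit cutoff, then over 50% inhibition at one or more dose response concentrations, cut at about 23% in these data, passing the limit was not always enough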;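 further: plate controls were DMSO full reaction for no effect and no enzyme background for full effect; strong numbers were not always called active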
WT yeast gro inh = growth inhibition of WT strain, primary screen, mitochondrial fusion inhibitor project, WT and mutant strains, chemical genetic; mitochondrial fusion phenotypic screen; inhibition, % at 10 µM; 2.1% of 190,000 active; AID 1362, 2008; in the data active means inhibition above about 58%; tested in S. cerevisiae
TNAP activation fold = human TNAP enzyme activators, primary screen, biochemical, luminescent, no phosphate acceptor, uHTS (AID 1001). purified TNAP, luminescent activation assay, no phosphate acceptor; higher activation fold means a stronger effect. one-dose activation fold at 20 µM; EC50 in µM for titrated hits. Alkaline phosphatase, tissue-nonspecific isozyme (Homo sapiens). 0.03% of 200,000 active; in the data active means activation fold from about 3, or a potency from the dose series; inactive means the rest, 99 in 100 with activation fold below about 1.6; further: many of its hits are not listed in these tables
LYP inhibition = inhibitors of LYP phosphatase, biochemical, fluorescence intensity, uHTS (AID 1779). recombinant LYP phosphatase, fluorescence intensity; higher % means a stronger effect. inhibition, % at 11.5 µM, or IC50 in µM where a hit was titrated. 0.054% of 290,000 active;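 further: plate controls were vehicle with enzyme for no effect and no enzyme for full effect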
Yfh1-off respiration = enhancers of respiration in Yfh1-depleted yeast, dose response, Friedreich's ataxia, plus single-dose screen (AID 1465); S. cerevisiae Yfh1-off respiration, WST-1 reduction, 72 h; higher fold induction means a stronger effect; fold induction at 50 µM, or EC50 in µM where a hit was titrated; 0.074% of 220,000 active;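 active means fold induction of absorbance versus untreated yeast above a set limit, then at least 30% activation at any dose in follow-up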;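 further: activators that raise dye reduction in frataxin-depleted yeast; strong numbers were not always called active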
XIAP antagonists = XIAP antagonists, biochemical, IAP family, fluorescence polarization (AID 1018); E3 ubiquitin-protein ligase XIAP (Homo sapiens); XIAP BIR domain, fluorescence polarization peptide displacement; higher % means a stronger effect; displacement, % at 20 µM; hits with a dose series show IC50 in µM; 0.007% of 200,000 active; in the data active means displacement above about 50%; further: a part of the inactive calls stands beside numbers as strong as those of hits
human PMI inhibition = inhibitors of human PMI, primary screen, biochemical, fluorescence intensity, coupled assay (AID 1209); Mannose-6-phosphate isomerase (Homo sapiens); purified PMI enzyme, coupled fluorescence intensity; higher % means a stronger effect; one-dose inhibition, % at 20 µM; IC50 in µM for titrated hits; 0.42% of 190,000 active;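 further: plate controls were DMSO vehicle for no effect and wells lacking substrate for full effect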
WT yeast gro inh mutant strain = second read-out of WT yeast gro inh, no call of its own (marks repeat the call); inhibition, %; mitochondrial fusion phenotypic screen, mutant strain inhibition
Starred values were filed as active, the others as inactive; i = inactive; / = not tested or not shown; & = joins results of further samples. Unless noted, no stated cut-off is given here; in the data, active means inhibition above about 50%; inactive means the rest.

SMILES | PMI inhibition | P. falciparum M17LAP | P. falciparum M1AAP | WT yeast gro inh | WT yeast gro inh mutant strain | TNAP activation fold | LYP inhibition | Yfh1-off respiration | XIAP antagonists | human PMI inhibition
CCOC(=O)c1ccc(NC(=O)CSc2ncccn2)cc1 | -14% | 14% | 26%* | -4 | -4 | 1.1 | 4% | i | -1.8% | 5%
CCOC(=O)N1CCN(C(=O)c2cc(Cl)c(Cl)cc2C(=O)O)CC1 | -1% | 7% | 10% | -4 | 8 | 1.1 | -6% | i | -0.5% | -4%
CC(C)c1ccc(NC(=S)NCc2cccs2)cc1 | 4% | -3% | 3% | 67* | 56* | 1.2 | -7% | i | -4.9% | 8%
COCCCNC(=O)c1ccc2c(=O)n(Cc3ccc(OC)cc3)c(=O)[nH]c2c1 | -4% | 3% | 7% | -23 | -4 | 1.1 | -4% | i | -0.1% | -2%
O=S1(=O)N=C(SCCO)c2ccccc21 | -15% | -12% | 2% | -12 | 6 | 1.1 | -6% | i | -4.4% | -10%
COc1ccc(N(Cc2ccco2)C(=O)c2ccccc2F)cc1OC | -4% | 2% | 5% | -3 | 8 | 1.1 | 2% | i | -3.8% | -5%
Cc1cccc(N2CCN(C(=O)c3ccc4nc(N5CCCCC5)sc4c3)CC2)c1C | / | 1% | -1% | / | / | / | 5% | i | / | /
Cn1nccc1C(=O)c1ccc(Cl)cc1 | 3% | 7% | 0% | 19 | 14 | 1.1 | 0% | i | -3.1% | 3%
O=C(c1ccco1)N1CCN(C(=O)c2cccs2)CC1 | 4% | -2% | -5% | -3 | 1 | 1.1 | -2% | i | -3.9% | 4%
O=C(c1cc([N+](=O)[O-])cc([N+](=O)[O-])c1)N(Cc1nnc(-c2ccccc2Cl)o1)C1CC1 | 4% | 4% | -8% | 33 | -24 | 1 | -2% | i | -3.8% | 3%
CC(C)NCCCOc1ccc(Cl)cc1Br | 2% | 10% | -1% | 13 | -4 | 1.1 | -6% | i | -1.8% | 11%
COc1cccc(NC(=S)N(Cc2cccc(Br)c2)CC2CCC(C(=O)O)CC2)c1 (stereo not given) | -6% | 2% | 1% | 0 | 2 | 1 | 4% | i | -4.7% | 3%
COC(=O)c1ccccc1NC(=O)c1ccc(F)cc1 | / | 2% | 3% | / | / | / | -2% | i | / | /
CC(=O)c1ccc2c(c1)N(C)c1ccccc1S2 | 6% | 14% | 5% | 28 | 2 | 1 | 1% | i | -3.4% | 2%
FC(F)Sc1ccc(NC(=S)NC(c2ccccc2)c2ccccc2)cc1 | 2% | 3% | 0% | 85* | 42* | 1.7 | 3% | i | -1.9% | 4%
CN1C(=S)SC(C)(C)C1N(O)C(=O)Nc1ccc(Cl)cc1 (stereo not given) | 10% | 0% | -1% | 3 | 12 | 1 | 0% | i | -2.6% | 15%
COc1ccc(S(=O)(=O)Nc2cc3c4c(oc3c3ccccc23)CCCC4=O)cc1 | 15% | -2% | 3% | 12 | 19 | 1.1 | 1% | i | -7.6% | 23%
O=C(CCN1CCc2ccccc2C1)Nc1ccc(F)c(F)c1 | / | 7% | -2% | / | / | / | -2% | i | / | /
CCOC(=O)Cc1csc(NC(=O)c2ccc(Cl)nc2)n1 | 3% | 14% | 12% | -31 | -2 | 1 | -8% | i | -3.7% | 4%
O=c1cc(CN2CCN(Cc3ccccc3)CC2)c2cc3c(cc2o1)CCC3 | / | -9% | 7% | / | / | / | 0% | i | / | /
O=c1cc(COc2ncnc3ccccc23)nc2sccn12 | / | 1% | 4% | / | / | / | 3% | i | / | /
COc1ccc(-c2nnc(SCc3nc4ccccc4c(=O)[nH]3)o2)cc1 | / | -1% | -3% | / | / | / | -2% | i | / | /
COc1cc(/C=C/C(=O)OCC(=O)N2CCOCC2)ccc1OCC#N | 4% | 3% | 3% | -23 | 8 | 1 | -5% | i | -3.9% | 3%
Cc1ccc(C)c(NC(=O)C2CC(Cl)=CCC2C(=O)O)c1 (stereo not given) | -10% | 19µM* | 2% | 8 | -4 | 1 | 1% | i | -10% | -1%
CC(C)CNC(=O)COC(=O)/C=C/c1ccco1 | -4% | 28% | 8% | -5 | 0 | 1.1 | 2% | i | 1.1% | -4%

Reprinted from the part before: 2 compounds; new compounds follow.
SMILES | PMI inhibition | P. falciparum M17LAP | P. falciparum M1AAP | WT yeast gro inh | WT yeast gro inh mutant strain | TNAP activation fold | LYP inhibition | Yfh1-off respiration | XIAP antagonists | human PMI inhibition
Cc1ccc(C)c(NC(=O)C2CC(Cl)=CCC2C(=O)O)c1 (stereo not given) | -10% | 19µM* | 2% | 8 | -4 | 1 | 1% | i | -10% | -1%
CC(C)CNC(=O)COC(=O)/C=C/c1ccco1 | -4% | 28% | 8% | -5 | 0 | 1.1 | 2% | i | 1.1% | -4%
CC(C)CC(=O)N1CCN(S(C)(=O)=O)CC1 | 7% | 9% | 6% | -9 | -17 | 1.1 | -12% | i | -3.6% | 10%
O=C(C1=NNCC1c1ccccc1)C1OC1c1ccccc1 (stereo not given) | / | -5% | 3% | / | / | / | -2% | i | / | /
C=CCc1cc(OC)ccc1OCC(O)CN1CCN(c2ccc(OC)cc2)CC1 (stereo not given) | 0%&4% | -2%&25% | 12%&-6% | 7&16 | 25&24 | 1.1&1.1 | -2%&-6% | i | -4.1%&-3.0% | 13%&-10%
COc1ccccc1CNC(=O)C1CC(c2c(Cl)cccc2Cl)=NO1 (stereo not given) | 7% | 8% | 1% | 13 | 4 | 1 | -9% | i | -16% | 8%
Nc1nc(SCC(=O)Nc2cccc(S(=O)(=O)N3CCCCCC3)c2)n[nH]1 | 3% | -2% | 7% | 0 | 9 | 1.4 | -1% | i | -1.9% | 7%
O=c1[nH]nc(CNc2ccc(Cl)cc2Cl)c2ccccc12 | -19% | -4% | 2% | -7 | 19 | 1.1 | -3% | i | -7.9% | -12%
O=C1COc2ccc(C(=O)COC(=O)CCc3ccc(S(=O)(=O)N4CCOCC4)cc3)cc2N1 | 10% | -4% | 8% | -2 | -8 | 1.1 | 2% | i | -5.1% | 9%
COC(=O)c1cc(NCc2c(F)cccc2Cl)ccc1N1CCOCC1 | 30% | -3% | 11% | 7 | -10 | 1.1 | 4% | i | -6.9% | 11%
CCOC(=O)C1(Cc2ccccc2Cl)CCN(S(=O)(=O)N(C)C)CC1 | 10% | 3% | 0% | 5 | 1 | 1 | -8% | i | 0.0% | 2%
Cc1nc(C(=O)Nc2ccc(F)cc2)nn1-c1ccc([N+](=O)[O-])cc1 | 13% | 8% | 1% | 21 | 25 | 1 | -5% | i | -6.3% | 9%
Clc1ccccc1OCc1nn[nH]n1 | / | -4% | 0% | / | / | / | -6% | i | / | /
CN(C)S(=O)(=O)Oc1cccc(C(=O)Nc2cccc(Cl)c2)c1 | 18% | 1% | 3% | -9 | 5 | 1.1 | -1% | i | -10% | 16%
COC(=O)c1ccc(Oc2nc(Nc3ccc(F)cc3)nc(N3CCCC3)n2)cc1 | 11% | -2% | -2% | / | / | 1.1 | -4% | i | -3.3% | 13%
O=S(=O)(NC1=NCCC1)c1cccc(NS(=O)(=O)c2ccc(OC(F)(F)F)cc2)c1 | -8% | 29% | 17% | -11 | -13 | 1.1 | -6% | i | -5.0% | 1%
C=CCNC(=S)NNC(=O)c1ccc(OCC(C)C)cc1 | -5% | -7% | 4% | / | / | 1 | -1% | i | -4.2% | -6%
CCc1cc(-c2[nH]ncc2-c2ccc3c(c2)OCO3)c(O)cc1O | 3% | 14% | 11% | 2 | -10 | 1.3 | -1% | / | -0.4% | 6%
Cc1ccc(CCNC(=O)C2CC(c3ccc(C(F)(F)F)cc3)=NO2)cc1 (stereo not given) | / | 7% | -6% | / | / | / | 2% | i | / | /
O=C(CC12CC3CC(CC(C3)C1)C2)Nc1ccccc1N1CCOCC1 | 12% | 12% | -1% | 15 | 2 | 1 | -3% | i | -4.2% | -5%
OC(CNC1CCCC1)COCCOc1ccc(Br)cc1 (stereo not given) | / | -3% | 0% | / | / | / | -1% | i | / | /
CC(=O)NNc1nc(-c2ccccc2)cs1 | -143% | 4% | 6% | -3 | 2 | 1 | -6% | i | -0.5% | -69%
NC(=O)C1CC(=O)N(c2ccc(OCc3ccccc3Cl)cc2)C1 (stereo not given) | -3% | -11% | 8% | -10 | -17 | 1.1 | -4% | i | -4.8% | 1%
CCOc1cc(C(=O)N2CCN(c3ccccc3)CC2)cc(OCC)c1OCC | 8% | 9% | 3% | 0 | 8 | 1.1 | 3% | i | -5.7% | 11%
Cc1cc(C(=O)COC(=O)c2ccc(O)cc2)c(C)n1CCc1ccc(F)cc1 | 8% | 13% | -2% | 7 | -11 | 1.1 | 2% | i | -4.4% | 12%
CCOC(=O)N1CCC(N2C(=O)c3ccccc3C2Nc2ccccc2C)CC1 (stereo not given) | 21% | 2% | 1% | 11 | 3 | 1.1 | 0% | i | -6.9% | 28%
CC(=O)Nc1ccc(NC(=O)CSc2nnc(C)c(=O)n2N)cc1 | / | -2% | 5% | / | / | / | -4% | i | / | /
COc1cc(N2CCCC2)c(OC)cc1C=O | 54%* | 11% | 5% | -13 | -10 | 1.1 | 3% | i | -0.3% | 24%
O=S(=O)(Cc1ccccc1)N1CCc2ccccc2C1 | 2% | 5% | -1% | 0 | 1 | 1 | 3% | i | -3.3% | 3%

A draw from above in order of length of the SMILES, ascending:
SMILES | PMI inhibition | P. falciparum M17LAP | P. falciparum M1AAP | WT yeast gro inh | WT yeast gro inh mutant strain | TNAP activation fold | LYP inhibition | Yfh1-off respiration | XIAP antagonists | human PMI inhibition
O=S1(=O)N=C(SCCO)c2ccccc21 | -15% | -12% | 2% | -12 | 6 | 1.1 | -6% | i | -4.4% | -10%
CC(C)CNC(=O)COC(=O)/C=C/c1ccco1 | -4% | 28% | 8% | -5 | 0 | 1.1 | 2% | i | 1.1% | -4%
O=S(=O)(Cc1ccccc1)N1CCc2ccccc2C1 | 2% | 5% | -1% | 0 | 1 | 1 | 3% | i | -3.3% | 3%
C=CCNC(=S)NNC(=O)c1ccc(OCC(C)C)cc1 | -5% | -7% | 4% | / | / | 1 | -1% | i | -4.2% | -6%
CCOC(=O)Cc1csc(NC(=O)c2ccc(Cl)nc2)n1 | 3% | 14% | 12% | -31 | -2 | 1 | -8% | i | -3.7% | 4%
CC(=O)Nc1ccc(NC(=O)CSc2nnc(C)c(=O)n2N)cc1 | / | -2% | 5% | / | / | / | -4% | i | / | /
CCOc1cc(C(=O)N2CCN(c3ccccc3)CC2)cc(OCC)c1OCC | 8% | 9% | 3% | 0 | 8 | 1.1 | 3% | i | -5.7% | 11%
O=c1cc(CN2CCN(Cc3ccccc3)CC2)c2cc3c(cc2o1)CCC3 | / | -9% | 7% | / | / | / | 0% | i | / | /
Cc1cc(C(=O)COC(=O)c2ccc(O)cc2)c(C)n1CCc1ccc(F)cc1 | 8% | 13% | -2% | 7 | -11 | 1.1 | 2% | i | -4.4% | 12%
Cc1nc(C(=O)Nc2ccc(F)cc2)nn1-c1ccc([N+](=O)[O-])cc1 | 13% | 8% | 1% | 21 | 25 | 1 | -5% | i | -6.3% | 9%
